PfG6PD inh: PfG6PD enzyme inhibitors, primary screen, biochemical, fluorescence intensity, uHTS; glucose-6-phosphate dehydrogenase-6-phosphogluconolactonase (Plasmodium falciparum 3D7); PfGluPho enzyme, NADPH resazurin-diaphorase fluorescence; inhibition, % at 20 µM; hit rate 0.78% among 350,000; AID 504690, 2011;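 active means inhibition reaching at least a set limit at 20 µM in the primary screen, cut at about 59% in these data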;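 further: 0% = DMSO wells with substrate and 100% = DMSO wells lacking glucose-6-phosphate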
MPTP inh: mitochondrial permeability transition pore inhibitors, primary screen, biochemical, isolated mouse mitochondria, absorbance; Ca2+ swelling absorbance, 30 min; hit rate 1.4% among 360,000; inhibition, % at 10 µM;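 active means inhibition of 50% or more, scaled per plate between neutral and stimulator controls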;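 further: 0% = DMSO wells given calcium and 100% = 1 mM EGTA wells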
SENP6 inh: SENP6 protease inhibitors, primary screen, biochemical, luminescence, uHTS; AID 2599, 2010; Recombinant SENP6 catalytic domain, aminoluciferin luminescence; Sentrin-specific protease 6 (Homo sapiens), Q9GZR1; hit rate 1.8% among 330,000; inhibition, % at 10 µM;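 active means inhibition above about 50% at the single tested dose, limit read from the data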;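 further: plate controls were DMSO wells with enzyme for no effect and DMSO wells lacking enzyme for full effect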
SENP8 block: human SENP8 protease inhibitors, primary screen, biochemical, fluorescence, Nedd8 protein substrate, uHTS; Sentrin-specific protease 8 (Homo sapiens), Q96LD8; recombinant SENP8; inhibition, % at 20 µM; hit rate 0.64% among 360,000; in the data active means inhibition mostly above about 40%, no sharp cut-off; inactive means mostly below about 27%
Target sequence (Q96LD8 whole entry, looked up): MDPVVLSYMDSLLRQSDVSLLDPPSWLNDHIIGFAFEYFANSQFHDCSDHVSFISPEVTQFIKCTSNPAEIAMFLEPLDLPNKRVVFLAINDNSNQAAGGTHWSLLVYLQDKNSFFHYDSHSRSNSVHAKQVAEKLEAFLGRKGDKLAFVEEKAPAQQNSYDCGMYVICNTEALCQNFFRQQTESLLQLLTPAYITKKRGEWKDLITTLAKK
SENP7 block: SENP7 protease inhibitors, primary screen, biochemical, luminescence, uHTS; inhibition, % at 5 µM; recombinant SENP7, Z-RLRGG-aminoluciferin luminescence, 40 min; hit rate 1.5% among 330,000; Sentrin-specific protease 7 (Homo sapiens), Q9BQF6;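 active means inhibition above about 50% at the single test dose, limit read from the data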;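 further: plate controls were DMSO with enzyme for no effect and no enzyme buffer wells for full effect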
Target sequence (Q9BQF6 706-1050 limits assumed): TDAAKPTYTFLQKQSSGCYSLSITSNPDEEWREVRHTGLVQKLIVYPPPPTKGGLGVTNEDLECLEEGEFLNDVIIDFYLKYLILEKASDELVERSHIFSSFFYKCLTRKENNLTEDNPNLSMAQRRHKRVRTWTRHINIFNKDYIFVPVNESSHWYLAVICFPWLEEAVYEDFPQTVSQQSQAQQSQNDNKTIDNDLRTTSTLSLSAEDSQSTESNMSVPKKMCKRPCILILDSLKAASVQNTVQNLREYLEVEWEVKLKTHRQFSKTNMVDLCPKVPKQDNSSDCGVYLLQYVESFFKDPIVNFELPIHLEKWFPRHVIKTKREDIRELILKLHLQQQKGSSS
HKDC1 inh: HKDC1 hexokinase inhibitors, primary screen, biochemical, fluorescence, uHTS | inhibition, % at 20 µM | AID 493160, 2011 | recombinant HKDC1, G6PDH/diaphorase resazurin coupled fluorescence | hit rate 0.16% among 340,000;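 active means inhibition above about 35% when tested at 20 µM, limit read from the data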;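 further: plate controls were DMSO wells with enzyme for no effect and DMSO wells lacking enzyme for full effect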
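Assay system: recombinant HKDC1 hexokinase; detection: coupled resazurin fluorescence, excitation 525 nm, emission 613 nm; benchmarks: DMSO-plus-enzyme-mix negative control, buffer-substituted positive control; compound dosing: single 20 µM dose; schedule: 90 min at room temperature in dark; also added: glucose plus 1 mM ATP as hexokinase substrates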
NR3A LBD binder: binders of NR3A ligand-binding domain, primary screen, biophysical, differential scanning fluorimetry, uHTS | hit rate 2.5% among 340,000 | Glutamate receptor ionotropic, NMDA 3A (GRIN3A) ligand-binding domain | AID 1259313, 2017 | NR3A LBD differential scanning fluorimetry, Tm shift; 0% = protein alone, 100% = glycine-bound protein | Tm shift relative to glycine control, % at 25 µM;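 active means melting temperature shift of at least 10% of the positive control shift, at one fixed dose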
ATG4B inh: ATG4B protease inhibitors, primary screen, biochemical, fluorescence, uHTS. Cysteine protease ATG4B (Homo sapiens), Q9Y4P1. ATG4B cleavage of LC3-PLA2, NBD-HPC fluorescence, 1 h. inhibition, % at 8.33 µM. hit rate 0.51% among 340,000; in the data active means inhibition above about 40%
Target sequence (Q9Y4P1 whole entry, looked up): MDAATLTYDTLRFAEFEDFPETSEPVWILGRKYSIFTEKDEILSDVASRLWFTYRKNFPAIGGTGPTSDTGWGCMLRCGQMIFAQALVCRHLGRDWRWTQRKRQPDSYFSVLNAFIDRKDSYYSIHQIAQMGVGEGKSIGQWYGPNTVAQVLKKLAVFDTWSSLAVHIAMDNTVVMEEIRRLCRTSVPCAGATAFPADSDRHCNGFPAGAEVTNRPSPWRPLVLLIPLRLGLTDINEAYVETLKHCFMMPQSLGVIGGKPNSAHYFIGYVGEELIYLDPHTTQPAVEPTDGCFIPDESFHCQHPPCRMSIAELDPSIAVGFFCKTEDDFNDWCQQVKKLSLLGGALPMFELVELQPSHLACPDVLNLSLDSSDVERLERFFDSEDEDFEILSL
The depositor's hits bear a star; i = inactive; . = no result given.

SMILES	PfG6PD inh	MPTP inh	SENP6 inh	SENP8 block	SENP7 block	HKDC1 inh	NR3A LBD binder	ATG4B inh
CC(Sc1nnc2ccccn12)C(=O)Nc1ccc(N2CCOCC2)cc1 (stereo unspecified)	3	-0.9	1	10	5	-3	1	-1
O=C(CCSc1nc(-c2ccco2)cc(C(F)(F)F)n1)N1CCCc2ccccc21	1	2.2	-22	4	-13	0	-2	2
CCNC(=O)NC(=O)CSc1ccc(S(=O)(=O)N2CCCCC2)cn1	-2	0.2	1	3	15	-8	-1	1
COc1ccc(N2CCN(C(CNC(=O)c3cccc(Cl)c3)c3cccnc3)CC2)cc1 (stereo unspecified)	-18	1.0	-8	10	6	-8	1	0
O=C1NCCCC1C(=O)Nc1ccccn1 (stereo unspecified)	-14	0.1	-2	17	-2	4	-1	3
CCOC(=O)C1C(c2ccccc2O)NC(=O)NC1(O)C(F)(F)F (stereo unspecified)	11	1.8	12	3	2	-3	3	-11
Cc1sc(NC(=O)CSc2nnc3scc(-c4ccccc4)n23)c(C#N)c1C	7	-0.7	-1	12	-2	-4	1	1
N#CCc1ccc(Oc2ncccn2)cc1	-1	0.5	-18	8	-6	-4	2	0
COc1cc(C2CC(=O)Oc3cc(O)ccc32)cc(OC)c1OC (stereo unspecified)	0	-1.3	.	6	6	-8	3	-8
Cc1ccc(-n2c(SCC(=O)Nc3ccc(C(=O)O)cc3)nnc2-c2ccncc2)cc1	-13	0.4	3	14	-5	-5	0	2
CCCCCc1ccc(S(=O)(=O)NCCc2ccncc2)cc1	-1	63*	-3	16	-9	-1	-7	2
Cc1cccc(NC(=O)CSc2nnc(-c3ccccc3C)o2)c1	17	28	.	7	.	7	-5	13
CC(C)(C)C(=O)CN1C2=NCCCN2c2ccccc21	-2	-0.7	-6	8	-2	-10	2	0
COCCSc1nnc(NC(=O)c2ccc3c(c2)OCO3)s1	71*	1.0	-10	-70	7	-7	4	3
CCCCOc1ccc(C(=O)NCC(=O)NCC(=O)OCC)cc1	-11	0.4	-22	19	-7	-3	2	-4
Cn1c(SCC(=O)Nc2cccc(C(=O)O)c2)nnc1-c1cc2cc(Br)ccc2o1	0	0.5	3	10	-6	7	-4	-7
N#CCN1CCC2(O)CCCCC2C1c1ccc2c(c1)OCO2 (stereo unspecified)	13	1.3	-12	12	-2	-3	0	-9
Cc1ccc(NC(=O)[C@H](NC(=O)[C@@H]2Cc3ccccc3CN2)c2ccccc2)c(C)c1	-5	-1.0	3	-1	10	5	1	-1
CCOC(=O)Cn1c(-c2ccc(OC)cc2)c(-c2ccc(OC)cc2)nnc1=O	-3	-0.3	-6	-32	9	6	1	-8
Cc1sc2ncnc(N3CCC(C(=O)Oc4cccc(Cl)c4Cl)CC3)c2c1C	-6	0.6	16	9	-4	5	-3	9
Cc1ccc(CNC(=O)C(Cc2ccccc2)NS(=O)(=O)c2cccs2)cc1 (stereo unspecified)	-9	-0.7	0	-3	6	-3	0	2
N#Cc1ccsc1NC(=O)CN1CCOCC1	-7	0.8	-7	12	2	0	2	-9
O=C(Nc1ccc(Cl)cc1)P(=O)(O)c1ccccc1	-20	-1.6	.	10	.	-6	3	0
O=C1c2cccnc2C(Nc2ccc(Cl)cc2)N1Cc1cccs1 (stereo unspecified)	-11	3.1	-1	23	2	-8	-1	-10
Nc1ccccc1N=Cc1ccc(-c2cccc(Cl)c2)o1	47	67*	-9	-401	-4	-2	22*	0
SMILES	PfG6PD inh	MPTP inh	SENP6 inh	SENP8 block	SENP7 block	HKDC1 inh	NR3A LBD binder	ATG4B inh
CC(C)CC(NC(=O)OC(C)(C)C)c1cn([C@@H](Cc2ccc(O)cc2)C(=O)N2CCN(C(=O)OC(C)(C)C)CC2)nn1 (stereo partly specified)	15	-0.5	-7	18	0	4	1	-16
Cc1ccc(S(=O)(=O)c2nc(S(C)(=O)=O)sc2N2CCC3(CC2)OCCO3)cc1	0	0.8	0	-7	-5	3	-2	5
CCCCn1c(SCC(=O)N2CC(=O)Nc3ccccc32)nnc1-c1ccoc1C	-3	0.8	-12	7	-9	-4	0	-15
CCOC(=O)C(C(=O)OCC)N(C#N)c1nc(SC)nc(N(C)C)n1	-11	1.1	-7	9	6	-2	0	-6
C/C(=N\O)c1ccn(S(=O)(=O)c2ccc(Cl)cc2)c1	8	2.1	-11	6	-10	1	-2	0
CCCCN(C)C(=O)C1CCCN(S(=O)(=O)c2ccc3c(c2)CC(C)N3C(=O)C2CC2)C1 (stereo unspecified)	-15	-2.0	7	8	-1	0	-5	3
CCn1cc(C(=O)OCC(=O)OC2CC(C)CCC2C(C)C)c(=O)c2ccc(C)nc21 (stereo unspecified)	0	4.4	0	15	1	3	3	71*
CCOC(=O)N1CCN(S(=O)(=O)c2ccc(OCC)c(C)c2)CC1	-3	2.8	9	12	2	-1	0	4
CCOC(=O)CNC(=O)c1sc(NC(=O)c2cccc(F)c2)nc1C	-6	-1.0	33	-74	6	-4	-1	-8
Cc1ccccc1/C=C/c1nc2ccccc2c(=O)n1CCc1ccccc1	-1	34	.	-9	.	-8	-4	9
CN1CCN(C(=O)CCN2C(=O)S/C(=C/c3ccc(Cl)cc3)C2=O)CC1	-6	1.1	8	9	-13	-10	-4	5
NC(=O)c1ccccc1NC(=O)Nc1ccc(F)c(Cl)c1	1	1.5	92*	-416	96*	-7	33*	-5
COc1ccc(C)cc1NC(=O)C1CCN(C(=O)c2ccc(C(C)(C)C)cc2)CC1	3	1.2	9	6	2	2	2	-20
CCCCn1nc2cc(C(=O)NCc3ccc(C(F)(F)F)cc3C(F)(F)F)ccc2c1OCC	-7	2.4	-10	i	-1	-10	-4	17
Cc1ccc(OCc2nnc(SCC(=O)N3C(C)CCCC3C)o2)cc1 (stereo unspecified)	-19	-0.2	-11	6	4	4	-2	6
CN(C)S(=O)(=O)c1ccc(N2CCCC2)c(C(=O)NCc2ccccc2)c1	-27	1.5	-3	-66	3	-12	-1	-7
Cc1cc(=O)oc2c(C)c(OC(C)C(=O)NCc3ccccn3)ccc12 (stereo unspecified)	-11	-0.9	-7	-94	1	-11	-3	-3
Cc1onc(-c2c(F)cccc2Cl)c1C(=O)N1CCCC1	6	1.1	-14	5	-4	-3	1	3
COc1ccc(CCNCC(=O)N2C(C)CCCC2C)cc1OC (stereo unspecified)	-13	-1.0	9	-1	-4	-4	1	1
COc1cc(OC)c(NC(=S)Nc2cccc(C(C)=O)c2)cc1Cl	9	3.8	3	-4	5	-7	-2	-4
O=C(CS(=O)(=O)c1ccc(Cl)cc1)NCCS(=O)(=O)c1ccc(Cl)cc1	-2	0.7	-7	13	-1	5	-3	1
CCCCC(=O)NC(=S)NNC(=O)CC#N	-2	0.5	-20	10	-4	-10	1	-11
O=C(N/N=C/c1cc(Br)ccc1O)c1ccncc1	-26	4.1	11	18	6	-26	-25	-7
COc1c(Cl)ccc(Cl)c1C(=O)NCc1ccco1	-17	2.5	-11	10	-3	-2	-1	-5
Cc1c(NC(=O)Nc2ccc(C#N)cc2)c(=O)n(-c2ccccc2)n1C	-15	0.6	11	6	8	-5	-2	-2

Record cards (already shown).
Entry for CN1CCN(C(=O)CCN2C(=O)S/C(=C/c3ccc(Cl)cc3)C2=O)CC1 = PfG6PD inh: -6; MPTP inh: 1.1; SENP6 inh: 8; SENP8 block: 9; SENP7 block: -13; HKDC1 inh: -10; NR3A LBD binder: -4; ATG4B inh: 5
Entry for Cc1ccc(OCc2nnc(SCC(=O)N3C(C)CCCC3C)o2)cc1 (stereo unspecified) = PfG6PD inh: -19; MPTP inh: -0.2; SENP6 inh: -11; SENP8 block: 6; SENP7 block: 4; HKDC1 inh: 4; NR3A LBD binder: -2; ATG4B inh: 6
Entry for COc1cc(C2CC(=O)Oc3cc(O)ccc32)cc(OC)c1OC (stereo unspecified) = PfG6PD inh: 0; MPTP inh: -1.3; SENP6 inh: .; SENP8 block: 6; SENP7 block: 6; HKDC1 inh: -8; NR3A LBD binder: 3; ATG4B inh: -8

Returning to the listing, repeating the two entries before the break.
SMILES	PfG6PD inh	MPTP inh	SENP6 inh	SENP8 block	SENP7 block	HKDC1 inh	NR3A LBD binder	ATG4B inh
COc1c(Cl)ccc(Cl)c1C(=O)NCc1ccco1	-17	2.5	-11	10	-3	-2	-1	-5
Cc1c(NC(=O)Nc2ccc(C#N)cc2)c(=O)n(-c2ccccc2)n1C	-15	0.6	11	6	8	-5	-2	-2
CCCCN(C1CCS(=O)(=O)C1)S(=O)(=O)c1ccc(C(C)C)cc1 (stereo unspecified)	9	-0.1	4	6	4	3	-2	7
CC(C)(C)/C(O)=C/c1nc2cc(Cl)ccc2oc1=O	-8	0.2	-16	10	-11	2	0	-10
CCC1(c2ccccc2)NC(=O)N(CC(=O)NCc2ccc(F)cc2)C1=O (stereo unspecified)	3	0.9	-16	7	-3	-4	1	-16
CCn1c(SCC(N)=O)nnc1C(C)C	1	-2.2	-11	7	3	-10	0	-10
O=C1CNC(=S)N1CCc1ccc(Cl)cc1	1	-0.6	-1	16	8	-4	1	-7
CSc1ncc(C(=O)Nc2ccc(Cl)cc2)c(C)n1	13	0.8	-3	6	-4	-3	-2	-1
CCOC(=O)CN1C(=O)N[C@@H](c2cccc(F)c2)C(C(C)=O)=C1C	-9	-1.6	4	8	2	-5	3	-3
Fc1ccc(N2N=C(c3cccs3)CC2c2ccccc2)cc1 (stereo unspecified)	-2	4.3	3	-422	6	14	-12	10
O=C(CN1CCCCCC1)Nc1ccccc1F	14	0.8	10	3	-1	-1	4	-9
COc1ccc(/C=C/CN2CCN(Cc3ccc(F)cc3)C(CCO)C2)cc1 (stereo unspecified)	1	0.1	-2	27	-3	0	-2	23
COc1cc(C)c(Br)cc1S(=O)(=O)NCc1cccs1	23	-0.3	-9	-2	3	-1	-2	-2
CCN(CC)CCCN=Cc1c(O)n(-c2c(C)cccc2C)c(=O)c2ccccc12	8	1.1	4	-50	2	-4	0	-3
O=C(c1ccc(F)cc1)N1CCN(C2CCCCC2)CC1	-21	1.9	2	6	-6	-3	-1	-13
CCCn1c(=N)c(C(=O)NCc2ccc3c(c2)OCO3)cc2c(=O)n3cccc(C)c3nc21	-6	-2.2	1	-42	10	-6	-1	5

Rewritten comma-delimited: entries from further up
compound,PfG6PD inh,MPTP inh,SENP6 inh,SENP8 block,SENP7 block,HKDC1 inh,NR3A LBD binder,ATG4B inh
N#CCN1CCC2(O)CCCCC2C1c1ccc2c(c1)OCO2 (stereo unspecified),13,1.3,-12,12,-2,-3,0,-9
Cc1ccc(NC(=O)[C@H](NC(=O)[C@@H]2Cc3ccccc3CN2)c2ccccc2)c(C)c1,-5,-1.0,3,-1,10,5,1,-1
CCOC(=O)Cn1c(-c2ccc(OC)cc2)c(-c2ccc(OC)cc2)nnc1=O,-3,-0.3,-6,-32,9,6,1,-8
Cc1sc2ncnc(N3CCC(C(=O)Oc4cccc(Cl)c4Cl)CC3)c2c1C,-6,0.6,16,9,-4,5,-3,9
